# JMJD2A Tudor inh: qHTS Assay for Inhibitors of JMJD2A-Tudor Domain; actives 4.4% (n = 390,000); Lysine-specific demethylase 4A (Homo sapiens), O75164; AlphaScreen JMJD2A-Tudor / H3K4me3 peptide binding; Potency, µM (top dose mostly 114 µM), without a hit: top-dose activity change, negative = inhibition, hits mostly inhibitors; AID 504339, 2011; further: on the % scale 0 is the no-effect control and ±100 the full control effect; nearly all actives have a fitted effect of over 50% in size
# Pin1 inh: qHTS Assay to Find Inhibitors of Pin1 | Peptidyl-prolyl cis-trans isomerase NIMA-interacting 1 (Homo sapiens), Q13526 | Pin1 FP peptide displacement, HiFluor488, 10 min | Potency, µM (titrated, usually from 115 µM), for inactives: at the highest dose activity, negative = inhibition, actives largely listed as inhibitors | actives 0.009% (n = 390,000); active means well fitted inhibition curve with a large enough effect in the polarisation, with a control signal flat, not every such curve was filed as active; inconclusive means small, poorly fitted or top-dose-only effect, or effect the other way, or a change in a side signal; inactive means no such curve, though single readings can be large or run the other way; the % refers to the polarisation; further: on the % scale 0 is the no-effect control and ±100 the full control effect
# Target sequence (Q13526 whole entry, looked up): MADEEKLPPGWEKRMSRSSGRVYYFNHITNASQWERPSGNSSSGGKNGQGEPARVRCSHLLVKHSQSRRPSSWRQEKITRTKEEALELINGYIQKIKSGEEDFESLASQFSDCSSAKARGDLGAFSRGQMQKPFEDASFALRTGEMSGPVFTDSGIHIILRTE
# ALOX12 inh: Primary qHTS assay for inhibitors of human arachidonate 12S-lipoxygenase (ALOX12): Round 2 | purified 12hLO, xylenol orange hydroperoxide absorbance | actives 1.1% (n = 580,000) | Potency, µM (series often up to 108 µM), inactives show at the top dose activity change, negative = inhibition, usual class: inhibitors | Polyunsaturated fatty acid lipoxygenase ALOX12 (Homo sapiens), P18054; further: on the % scale 0 is the no-effect control and ±100 the full control effect
#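 Purified human 12hLO at 150 nM in 25 mM Hepes, 0.01% Triton X-100, pH 7.0, preincubated 15 min at room temperature with compound. Reaction started with 40 uM arachidonic acid, 30 min at room temperature. Hydroperoxide measured by Fe-xylenol orange, 573/405 nm absorbance ratio.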
# Tb PGK inh: qHTS Assay to Find Inhibitors of Phosphoglycerate Kinase; Phosphoglycerate kinase, glycosomal (Trypanosoma brucei brucei), P07378; PGK/GAPDH coupled, Kinase-Glo luminescence, 60 min; Potency, µM (doses to about 57.5 µM), for inactives: at the top dose activity change, negative = inhibition, most hits filed as inhibitors; actives 0.043% (n = 380,000); further: on the % scale 0 is the no-effect control and ±100 the full control effect; nearly all actives have a fitted effect of over 60% in size
#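 Luminescent ATP detection (Kinase-Glo Plus) follows a 60-minute room-temperature incubation, with wells lacking PGK as controls. Buffer: 100 mM TEA (pH 7.6), 5 mM MgCl2, 0.01% Tween-20. Coupling enzyme GAPDH (100 nM final) supplies unstable 1,3-BPG in-well.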
# GLS inhibitor: qHTS for Inhibitors of Glutaminase (GLS). Potency, µM (titrated, usually from 45.5 µM), for inactives: top-dose activity change, negative = inhibition, hits mostly inhibitors. GLS enzymatic activity, qHTS titration. actives 0.21% (n = 410,000). AID 624170, 2012. Glutaminase kidney isoform, mitochondrial (Homo sapiens), O94925; further: on the % scale 0 is the no-effect control and ±100 the full control effect
#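 Read-out is an Amplex red fluorescence increase coupled through glutamate oxidase and HRP, measured before and after 30 min room-temperature incubation. hKGA is in 45 mM KH2PO4 (pH 8.2) with 0.02% Tween-20; glutamine added as 1mM solution.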
# ERG Ets-DNA blk: qHTS for Small Molecule Inhibitors of the ERG Ets/DNA interaction; Potency, µM (highest dose often 76.9 µM), inactives show at the highest dose FP activity, negative = inhibition, actives largely listed as inhibitors; actives 0.028% (n = 370,000); fluorescence polarization, His-ERG Ets domain / labelled DNA; active means well fitted inhibition curve with a large enough effect in the polarisation, with a control signal flat; inconclusive means small, poorly fitted or top-dose-only effect, or effect the other way, or a change in a side signal; inactive means no such curve, though single readings can be large or run the other way; the % refers to the polarisation;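 further: polarization taken with two DNA probes labelled with fluorescein and Texas red; % of control where 0% means no effect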
# Target sequence (P11308 whole entry, looked up, the tested form may be a part): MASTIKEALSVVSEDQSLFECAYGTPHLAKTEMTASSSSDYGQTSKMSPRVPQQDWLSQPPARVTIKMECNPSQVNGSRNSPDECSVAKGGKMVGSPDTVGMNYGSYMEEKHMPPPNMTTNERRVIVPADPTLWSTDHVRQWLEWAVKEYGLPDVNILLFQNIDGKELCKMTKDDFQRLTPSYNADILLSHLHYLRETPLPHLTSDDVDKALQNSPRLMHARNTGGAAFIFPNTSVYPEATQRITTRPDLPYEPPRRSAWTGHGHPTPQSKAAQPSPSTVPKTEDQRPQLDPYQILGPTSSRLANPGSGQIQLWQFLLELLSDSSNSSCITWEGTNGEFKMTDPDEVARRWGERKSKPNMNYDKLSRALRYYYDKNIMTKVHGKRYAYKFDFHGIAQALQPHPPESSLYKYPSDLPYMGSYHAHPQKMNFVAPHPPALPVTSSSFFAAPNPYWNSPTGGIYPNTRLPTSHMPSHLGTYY
#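 His-tagged ERG Ets domain (1 uM in the protein solution; 300mM KCl, 50mM Tris-HCl, 1mM EDTA, 1mM DTT, pH 7.5) received compound, then a probe mix of 5 nM fluorescein-DNA and 100nM Texas-615-DNA. Fluorescence polarization was read for both dyes.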
# RGS4 inhibitor: Inhibitors of Regulator of G Protein Signaling (RGS) 4: qHTS; Potency, µM (top dose mostly 114 µM), for inactives: at the top dose activity change, negative = inhibition, most hits filed as inhibitors; actives 0.039% (n = 390,000); Regulator of G-protein signaling 4 (Homo sapiens), P49798; Transcreener GDP fluorescence polarization, RGS4-accelerated GTP hydrolysis; further: on the % scale 0 is the no-effect control and ±100 the full control effect; nearly all actives have a fitted effect of over 75% in size; some results filed as inactive show a strong effect at the top dose
# Target sequence (P49798 whole entry, looked up): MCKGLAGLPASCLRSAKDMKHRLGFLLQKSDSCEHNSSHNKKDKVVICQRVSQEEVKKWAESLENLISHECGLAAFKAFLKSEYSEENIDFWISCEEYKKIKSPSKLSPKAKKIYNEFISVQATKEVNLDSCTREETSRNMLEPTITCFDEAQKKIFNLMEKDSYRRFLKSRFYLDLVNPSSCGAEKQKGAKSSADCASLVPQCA
#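 MLSMR compounds (23 nl, pin-transferred) preincubated 10 min at room temperature with a 500nM (2x) first reagent, then RGS4 at 900nM (2x) plus Transcreener GDP mix added; fluorescence polarization (620/688 nm) read before and after 90 min at 30 °C.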
# HP1b chromo inh: HTS for Inhibitors of HP1-beta Chromodomain Interactions with Methylated Histone Tails; Chromobox protein homolog 1 (Homo sapiens), P83916; AlphaScreen HP1-beta / biotin-H3K9me3 peptide binding; Potency, µM (top dose mostly 114 µM), for the others: top-dose activity change, negative = inhibition, most hits filed as inhibitors; actives 0.56% (n = 390,000); AID 540317, 2011; further: nearly all actives have a fitted effect of over 70% in size; inactives centre near 23
# Target sequence (P83916 whole entry, looked up): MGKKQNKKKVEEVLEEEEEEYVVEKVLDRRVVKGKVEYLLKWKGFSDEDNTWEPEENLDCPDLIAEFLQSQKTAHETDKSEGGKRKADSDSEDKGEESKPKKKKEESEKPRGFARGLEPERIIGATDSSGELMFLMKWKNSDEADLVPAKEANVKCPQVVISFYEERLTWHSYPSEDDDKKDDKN
#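 Compound inhibition of the preformed complex between 50 nM HP1-beta and 50 nM biotinylated H3K9me3 peptide was read by AlphaScreen. Buffer was PBS pH 7.4 with 0.01% Tween-20. Incubations ran 30 min at room temperature, with 10 ug/mL donor/acceptor beads.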
# TrxR1 inh: qHTS Assay for Inhibitors of Mammalian Selenoprotein Thioredoxin Reductase 1 (TrxR1): qHTS. Thioredoxin reductase 1, cytoplasmic (Rattus norvegicus), O89049. recombinant rTrxR1, NADPH fluorescence consumption, selenite substrate. Potency, µM (series often up to 114 µM), for inactives: top-dose activity change, negative = inhibition, actives largely listed as inhibitors. actives 1% (n = 390,000); further: on the % scale 0 is the no-effect control and ±100 the full control effect; nearly all actives have a fitted effect of over 65% in size
#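 Rat TrxR1 (90 nM in the dispensed reagent) was pre-reduced with 400 uM NADPH for 5 min at room temperature, then incubated with compound for 15 min. After 400 uM selenite was added, NADPH fluorescence (Ex 340/Em 450 nm) was followed for 8 min.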
# The depositor's hits bear a star; i = inactive; ? = inconclusive; / = no result given; [ ] = another dose, or the depositor's remark. Unless noted, the call rests on the fitted dose curve; in most records, active means well fitted curve in the direction sought with a large enough effect; inconclusive means small, poorly fitted or top-dose-only effect, or another doubt; inactive means no such curve, though single readings can be large; an effect the other way counts as inactive or inconclusive. Potency means the concentration at half of the fitted maximal effect. This is a subset; rates above refer to the full screens.
# The opening 2 records as a preview:
SMILES,JMJD2A Tudor inh,Pin1 inh,ALOX12 inh,Tb PGK inh,GLS inhibitor,ERG Ets-DNA blk,RGS4 inhibitor,HP1b chromo inh,TrxR1 inh
O=C(COC(=O)c1ccc(Br)c(S(=O)(=O)N2CCOCC2)c1)NC1CC1,-9.1%,-2.9%,2.1%,-8.3%,-15.0%,7.6%,-17.6%,28.4%,17.8%[57.1 µM]
Cc1cccc(C)c1NC(=S)N1CCC(N(C)CC2CCCO2)CC1 (stereo not given),0.7%,-2.6%,12.2%,5.5%,13.2%,0.4%,3.4%,31.9%,1.0%

# Main list (from the top)
SMILES,JMJD2A Tudor inh,Pin1 inh,ALOX12 inh,Tb PGK inh,GLS inhibitor,ERG Ets-DNA blk,RGS4 inhibitor,HP1b chromo inh,TrxR1 inh
O=C(COC(=O)c1ccc(Br)c(S(=O)(=O)N2CCOCC2)c1)NC1CC1,-9.1%,-2.9%,2.1%,-8.3%,-15.0%,7.6%,-17.6%,28.4%,17.8%[57.1 µM]
Cc1cccc(C)c1NC(=S)N1CCC(N(C)CC2CCCO2)CC1 (stereo not given),0.7%,-2.6%,12.2%,5.5%,13.2%,0.4%,3.4%,31.9%,1.0%
Cc1nnc(SCC(=O)N2CCN(S(=O)(=O)c3ccccc3)CC2)s1,3.0%,-3.5%,2.1%,i,-5.4%,2.7%,-9.4%,34.1%,-11.5%
Cc1ccc(C(=O)COC(=O)C(C)N2C(=O)C3C4CCC(C4)C3C2=O)cc1 (stereo not given),0.7%,3.0%,0.0%,-4.1%,-4.0%,-10.6%,-27.9%,26.7%,10.5%[57.1 µM]
OC(Cn1cccn1)c1ccccc1 (stereo not given),-11.9%,2.2%,12.6%,-5.0%,-1.1%,-4.9%,-46.9%,18.5%,-9.2%
O=C(/C=C/c1ccccc1)Nc1nnc(SCC(=O)c2ccc3ccccc3c2)s1,-11.3%,27.7%,5.3%,5.3%,3.6%,-2.8%,-4.7%,15.2%,-1.0%
O=C(c1cccnc1)N1CCN(C(=O)c2cccc(Cl)c2)CC1,-2.8%,-8.9%,6.7%,-2.2%,2.6%,12.2%,-7.8%,64.9%[activator],22.6%[57.1 µM]
Cc1c(C(N)=O)sc2ncn(CC(=O)N(C)C3CCCCC3)c(=O)c12,-9.9%,-1.3%,-18.2%,-1.7%,7.2%,2.9%,-16.5%,21.0%,2.7%
CC1CC(C)(C)NC(=S)N1CCCC(=O)Nc1ccc(Br)cc1 (stereo not given),-22.1%,0.2%,?,-1.7%,-8.6%,-1.1%,0.8%,12.1%,-17.9%[57.1 µM]
O=C(NCc1ccccn1)C(=O)NCC1OCCCN1S(=O)(=O)c1cc(F)ccc1F (stereo not given),-0.7%,-12.1%,8.6%,-5.8%,-2.5%,9.6%,8.7%,39.9%[activator],10.1%
CC1(C)CC(=O)C=C(Nc2ccc(C(=O)O)cc2)C1,4.6%,-0.3%,-29.8%,5.3%,13.3%,-5.4%,7.6%,30.6%,-13.7%
Nn1c(SCC(=O)NCCc2ccc(S(N)(=O)=O)cc2)nnc1C1CCCCC1,3.0%,0.2%,0.0%,-2.2%,-1.3%,0.5%,-4.6%,34.5%,14.8%
COc1cc(C2C(C#N)=C(N)Oc3cc(N(C)C)ccc32)cc2c1OCO2 (stereo not given),50.1µM*,?,-8.0%,/,16.4%,-1.6%,8.7%,?,18.1%
CCCC(C)C(=O)OCC(=O)Nc1c(Br)cc(C)cc1Br (stereo not given),-4.1%,4.8%,-14.8%,-7.4%,6.6%,-4.3%,9.3%,40.1%,-5.3%
O=c1[nH]c2ccccc2c(O)c1-c1ccccc1[N+](=O)[O-],-14.3%[11.4 µM],-3.2%,1.4%,11.5%,0.0%,-8.6%,?,5.7%,19.6%[57.1 µM]
C=CC[C@@H](CC(=O)OC(C)(C)C)C(=O)OC[C@@H]1CCCN1C(=O)[C@@H](CC=C)CC(=O)N[C@@H](CO)Cc1ccccc1,-5.0%,-1.1%,-1.2%,-3.7%,-7.4%,-11.2%,-2.3%,44.7%[activator],7.4%
CC(=O)/C(C#N)=C1\NC(=O)C(Cc2ccc(C)c(C)c2)S1 (stereo not given),?,17.9%,0.0%,-0.9%,48.9%[activator],5.2%,-19.1%,16.4%,-5.8%[57.1 µM]
CCS(=O)(=O)Nc1ccccc1C(N)=O,8.7%,-1.6%,1.9%,-8.5%,-5.6%,-2.7%,1.5%,28.9%,20.1%[57.1 µM]
CN(C)CCN(Cc1ccco1)C(=O)c1cc2c(s1)-c1ccccc1OC2,-5.1%,-0.8%,-37.6%,1.8%,-7.0%,-3.7%,-2.9%,33.0%,46.0%[activator]
Cc1cc(C)c2[nH]c(=O)c(CN(CC3CCCO3)C(=O)c3cnccn3)cc2c1 (stereo not given),-12.5%,-5.8%,1.6%,-7.2%,-1.5%,2.7%,4.4%,26.7%,-2.2%
Cc1ccc(C)c(N(C(=O)c2csnn2)C(C(=O)NC2CCCCC2)c2ccncc2)c1 (stereo not given),-6.6%,9.8%,4.5%,-2.6%,6.9%,2.9%,-27.3%,10.6%,11.1%[57.1 µM]
Cc1ccc(C)c(SCC(=O)NCC(c2ccco2)N2CCCCC2)c1 (stereo not given),-10.3%,4.7%,-8.3%,-7.2%,1.2%,2.1%,-28.1%,-2.2%,-8.8%
Cc1ccc(-c2sc(C(=O)NN)c(C)c2C#N)cc1,13.4%,12.0%,3.5%,5.3%,?,6.0%,-6.7%,57.9%[activator],14.9%[57.1 µM]
CC1=C(CC(=O)c2ccc(Cl)cc2)C(=O)c2ccccc2C1=O,31.6µM*,3.5%,?,2.5%,-1.5%,-0.4%,-28.8%,-52.7%,?
CCOC(=O)c1[nH]c(C)c(C(=O)N2CCN(c3ccccc3)CC2)c1C,-30.1%,4.7%,8.5%,-11.7%,21.9%,-0.1%,33.3%,-8.1%,-9.7%
CCc1ccc(CNC(=O)C2COc3ccccc3C2)cc1 (stereo not given),-15.3%,-19.4%,-5.0%,i,5.9%,-0.3%,-15.9%,25.8%[57 µM],24.2%[57.1 µM]
COc1ccc(OC)c(C2=NO[C@@H]3C(=O)N(c4cc(Cl)ccc4OC)C(=O)[C@H]23)c1,-16.7%,2.4%,4.6%,-11.5%,-21.0%,-3.3%,6.0%,5.5%,38.3%[activator]
Cc1cccc(NC2=C(Cl)C(=O)OC2OC(C)C)c1 (stereo not given),-17.0%,1.0%,3.5%,1.4%,4.7%,-2.4%,7.1%,15.7%,-0.3%
O=C1CN(C(=O)COc2ccc(Cl)cc2Cl)C(c2ccccc2)c2cc(F)ccc2N1 (stereo not given),-21.5%,19.7%,-14.9%,i,-10.0%,1.4%,4.0%,26.1%,20.9%
Cc1ccc(OCC(=O)Nc2cccc(OCc3cc(=O)n4ccccc4n3)c2)cc1C,-2.9%,2.6%,-21.9%,-4.9%,-14.6%,2.8%,24.5%,19.6%[57 µM],27.6%[57.1 µM]
COc1ccc(CNC(=O)CCc2c(C)nn(-c3ccc(N4CCCC4)nn3)c2C)cc1,-10.7%,2.9%,-6.8%,0.2%,3.3%,-5.0%,-9.8%,59.8%[activator],12.1%[57.1 µM]
CS(=O)(=O)c1cnc(-c2ccccc2)nc1Oc1ccc(Cl)cc1,-8.7%,2.6%,1.6%,6.7%,1.8%,2.5%,-26.8%,33.7%[activator],9.0%
CC(C)(C)S(=O)N1Cc2cn(Cc3ccccc3)c(=O)cc2[C@@H]1CCO (stereo not given in full),-7.5%,3.5%,-3.9%,4.0%,0.3%,9.6%,20.5%,34.4%,2.9%
Cc1ccc(S(=O)(=O)NCc2ccc(C(=O)N(C)CCC#N)cc2)cc1,-7.9%,0.3%,0.7%,-7.1%,-8.4%,-1.1%,16.6%,18.5%,-8.4%
Nc1nnc(Cc2ccc(Cl)cc2Cl)s1,-2.2%,3.1%,0.0%,-1.8%,-0.6%,-14.7%,-11.8%,31.5%[activator],2.6%[57.1 µM]
Cc1ccc(C)c(NC(=O)CCS(=O)(=O)c2cccc3nsnc23)c1,-6.5%,-11.2%,-14.0%,7.6%,9.7%,1.1%,6.4%,26.6%,3.0%
CC1CCN(S(=O)(=O)c2ccc3nc(NCc4ccc(N(C)C)cc4)ccc3c2)CC1,14.1µM*,8.2%,-14.0%,i,3.8%,-8.0%,-0.6%,?,4.5%[57.1 µM]
CC(C)(CO)NC(=S)NCc1ccco1,-13.1%,9.6%,?,-0.8%,11.3%,8.9%,?,8.5%,-8.8%
O=C(c1cc(-c2ccco2)on1)N1CCN(C(c2ccccc2)c2ccccc2)CC1,-21.9%,?,-0.9%,-6.2%,-3.9%,-1.9%,-17.1%,25.4%,?
